# thrombin 1536 = inhibitors of human thrombin. P00734. alpha-thrombin, Boc-VPR-AMC fluorogenic substrate cleavage. inhibition, % at 5 µM. 220,000 compounds, 0.26% hits. AID 1046;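 active means inhibition at or above 40%; inactive means inhibition below 40%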;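 further: 0% = enzyme with no compound and 100% = wells without enzyme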
#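 System: Human alpha-thrombin protein | Medium: pH 7.5 Tris (50 mM) with NaCl 150 mM, Tween 20 0.05% | Times: Enzyme reaction carried out at room temperature | Detection: AMC fluorescence, 355/460 nm | Evaluation: Percent inhibition scaled between no-compound controls and no-enzyme blanks | Benchmarks: Enzyme without compound as high, wells lacking enzyme as low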
# FXIa inh = inhibitors of human coagulation factor XIa; inhibition, % at 5 µM; 220,000 compounds, 0.14% hits; P03951; AID 798; purified FXIa, Boc-Glu-Ala-Arg-AMC fluorogenic substrate;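 active means inhibition of at least 40%; inactive means inhibition below 40%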;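 further: fluorescence of freed AMC excited at 355 nm; 0% = enzyme without compound and 100% = no enzyme blank; many of its hits are not listed in these tables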
# KCC2 mod = KCC2 (human) Cl- transport modulation; 190,000 compounds, 2.2% hits; B-score of Tl+ flux slope (higher = more flux/activation; lower = inhibition) at 10 µM; AID 1456; KCC2 cells, thallium flux FluoZin-2 fluorescence; Q9H2X9;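 active means thallium flux slope and its plate-corrected score both differing from the plate sample mean at a set confidence after two filtering rounds, in either direction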;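 further: slope of fluorescence scaled to starting intensity during 10 to 20 s after thallium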
# Wee1 stabilizer = human Wee1 degradation inhibition, primary screen; HeLa Luc-Wee1K328M stability, luciferase luminescence; 100% = proteasome inhibitor MG132 effect; AID 1321; P30291; 220,000 compounds, 1.2% hits; reporter increase, % at 5 µM;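 active means activation above the mean of all tested compounds plus 3 SD, set per screening run, cut at about 8.8% in these data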;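 further: cells exposed to compound for 20 h before luminescence read; 0% = DMSO alone and 100% = MG132 at 30 µM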
# PERK inhibitor = inhibitors of human PERK kinase; Q9NZJ5; CHO PERK-DD fusion, SEAP luminescence translation reporter; inhibition, % at 5.6 µM; 220,000 compounds, 0.17% hits; AID 1416;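 active means inhibition above the mean inhibition of all tested compounds plus 3 SD, set separately per screening campaign, cut at about 2.9% in these data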;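 further: PERK kinase domain activated by AP20187 dimerizer at 100 nM; 0% = DMSO with dimerizer and 100% = rapamycin at 8.4 µM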
# p97 inhibitor = inhibitors of human p97 ATPase | 220,000 compounds, 0.42% hits | inhibition, % at 8 µM | recombinant p97 ATPase, Kinase-Glo ATP luminescence, 3 h | P55072 | AID 1481; in the data active means inhibition above about 15%;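 further: 0% = DMSO vehicle and 100% = wells lacking enzyme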
# hK5 inh = kallikrein 5 (human) inhibition; Q9Y337; recombinant hK5, fluorogenic AMC substrate cleavage; inhibition, % at 5 µM; 210,000 compounds, 0.59% hits; AID 873;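 active means inhibition of 40% or more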;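 further: 0% = enzyme controls without compound and 100% = no-enzyme blanks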
# Target sequence (Q9Y337 67-293 limits assumed): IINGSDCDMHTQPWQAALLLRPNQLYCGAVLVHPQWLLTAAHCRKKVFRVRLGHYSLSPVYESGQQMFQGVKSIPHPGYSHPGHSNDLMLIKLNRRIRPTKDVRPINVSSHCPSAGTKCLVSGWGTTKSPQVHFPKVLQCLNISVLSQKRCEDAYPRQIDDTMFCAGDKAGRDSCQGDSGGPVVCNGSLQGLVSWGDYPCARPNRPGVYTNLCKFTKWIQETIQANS
# FXIIa inh 1536 = factor XIIa (human) inhibition | P00748 | purified FXIIa, Boc-QGR-AMC fluorogenic substrate, 2 h | inhibition, % at 5 µM | 220,000 compounds, 0.3% hits | AID 800; in the data active means inhibition above about 40%;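 further: 0% = enzyme with no compound and 100% = blank without enzyme; many of its hits are not listed in these tables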
# Furin inh = human furin inhibition. 220,000 compounds, 0.061% hits. P09958. inhibition, % at 30 µM. AID 463115. purified furin, fluorogenic substrate cleavage; in the data active means inhibition above about 25%; further: inactives centre near -15
# Target sequence (P09958 108-714 limits assumed): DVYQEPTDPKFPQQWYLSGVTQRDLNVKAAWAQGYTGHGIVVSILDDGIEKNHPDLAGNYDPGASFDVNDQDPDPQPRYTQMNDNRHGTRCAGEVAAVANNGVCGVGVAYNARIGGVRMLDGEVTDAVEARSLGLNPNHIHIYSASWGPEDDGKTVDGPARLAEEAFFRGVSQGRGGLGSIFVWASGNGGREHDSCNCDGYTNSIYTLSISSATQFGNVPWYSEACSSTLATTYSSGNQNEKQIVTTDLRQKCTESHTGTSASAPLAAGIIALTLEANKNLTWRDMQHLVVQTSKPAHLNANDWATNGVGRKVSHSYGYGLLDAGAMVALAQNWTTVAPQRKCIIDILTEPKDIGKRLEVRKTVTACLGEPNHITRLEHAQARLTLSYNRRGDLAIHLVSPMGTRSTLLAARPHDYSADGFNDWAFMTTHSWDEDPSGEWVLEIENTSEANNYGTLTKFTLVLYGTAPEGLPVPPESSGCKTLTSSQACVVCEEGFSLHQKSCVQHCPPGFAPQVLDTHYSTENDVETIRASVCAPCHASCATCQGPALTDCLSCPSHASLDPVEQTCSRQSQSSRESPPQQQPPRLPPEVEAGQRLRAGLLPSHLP
# An asterisk follows results filed as active; . = no result given; [ ] = remark or other dose. Outcome played no part in choosing rows, and some 4.4% of all compounds hit somewhere here.
compound	KCC2 mod	FXIIa inh 1536	p97 inhibitor	thrombin 1536	Furin inh	hK5 inh	PERK inhibitor	FXIa inh	Wee1 stabilizer
Cc1cc(O)ccc1-c1cnc2ccccc2n1	0.24	0	5	-5	-2	16	0.1	1	-3
COc1ccccc1NC(=O)C(=N\O)/C(C)=N/O	0.42	17	1	-6	-17	-19	1.2	7	3
Cc1ccccc1C1=N/C(=C/c2cccs2)C(=O)O1	0.51	7	5	3	-19	10	1.8	-5	4
Cc1ccc(S(=O)(=O)NC(=O)NCCc2ccccc2)cc1	1.3	9	4	0	-13	.	1.4	3	0
O=C(Cn1nnc(-c2ccccc2NC(=O)c2ccco2)n1)NC1CCCCC1	-0.48	1	4	-3	-22	5	-0.1	-9	0
O=C(O)CCC(=O)NNc1nc2ccccc2nc1-c1ccccc1	-0.22	5	9	5	-24	16	0.3	-4	-1
COc1ccc(CC(=O)N2N=C(C)CC2(O)c2cccnc2)cc1OC (stereo not drawn)	1	13	4	-3	-18	-27	0.3	6	1
CC(C)COP(=O)(c1ccc(N(C)C)cc1)C(O)c1ccccc1F (stereo not drawn)	0.6	5	0	1	2	-15	-0.5	1	3
Cn1c(=O)c2c(ncn2CC(=O)N2CCN(C(=O)c3ccco3)CC2)n(C)c1=O	0.47	-3	0	2	-21	-21	1.2	-6	-2
c1ccc2c(c1)ncn2Cc1nnc2sc(-c3ccncc3)nn12	0.19	11	-3	-5	-10	-21	0.3	10	-2
Cc1cccc(S(=O)(=O)NCCC(=O)OCC(=O)Nc2ccc(C#N)cc2)c1	-0.86	4	1	-12	-18	-24	0.6	-5	1
COc1ccc(-c2nc[nH]c2[N+](=O)[O-])cc1	0.57	.	2	-3	-27	2	0.7	-3	-2
CC(=O)Oc1cccc(N2C(=O)c3ccc(C(=O)Nc4c[nH]c(=O)[nH]c4=O)cc3C2=O)c1	0.01	9	4	6	-32	-1	0.7	-3	-1
O=c1c2ccccc2nc(SCc2nnc(-c3ccccc3)o2)n1-c1ccc(F)cc1F	0.92	13	6	-5	-18	-19	-0.1	1	2
CC(=O)c1cc(-c2ccc(F)cc2)n(CCC(=O)NC(C)(C)C)c1C	-0.29	5	1	-10	-23	-7	-0.2	-5	6
CCOC(=O)c1cn2nc(Oc3cccc(F)c3)ccc2n1	-0.82	3	2	-6	-7	0	-0.4	-1	-1
CC(C)Oc1cccc(C(=O)NC(=S)Nc2ccccc2)c1	46*	24	0	3	-13	2	-0.1	20	1
CCOC(=O)c1sc(NC(=O)c2ccc(C)o2)nc1C	.	-1	-6	-2	-4	2	0.6	-2	-3
Cc1ccc(C(=O)N/C(=C/C=C/c2ccccc2)C(=O)NCc2ccco2)cc1	.	17	4	3	-21[20 µM]	4	0.6	19	3
Cc1ccc(Cn2cnc3ccccc32)cc1	0.0085	18	-3	2	-11[20 µM]	-6	-0.1	6	0
Cc1ccc(SCC(=O)Nc2ccc(S(=O)(=O)Nc3ncccn3)cc2)cc1	-2.9	14	1	-3	-3	0	-0.2	3	3
COc1ccccc1OCC(=O)NN1Cc2ccccc2C1=N	-0.27	19	3	-1	-15[20 µM]	-4	0.8	1	-2
Cc1ccc2c(c1)c1c3n2CCN(C(=O)Cn2c(-c4ccccc4)noc2=O)C3CCC1 (stereo not drawn)	.	19	3	1	-19	-14	-0.1	5	-1
COc1ccccc1CCN=C(N)NS(=O)(=O)c1ccc(C)cc1	-0.89	11	0	1	-15	18	-0.8	-3	2
COc1cc(CC(=O)OCC(=O)Nc2cc([N+](=O)[O-])ccc2Cl)cc(OC)c1OC	-0.24	16	3	-15	-8	-10	0.7	2	-3
N#CC1=C2C=Cc3ccccc3N2CCCC1=O	0.79	16	5	0	-19	-14	0.9	-1	-2
O=C(NC1CCCC1)C1CCN(C(=O)c2ccc(-c3ccccc3)cc2)CC1	.	9	0	-13	-21	-2	-0.1	-6	-3
Cc1ccc(NC(=O)c2ccc3c(c2)C(=O)N(Cc2cccnc2)C3=O)c(C)c1	0.34	0	-2	0	-32	-20	0.5	-1	2
CCOc1ccc2nc(NC(=O)c3ccoc3C)sc2c1	-0.00096	-10	-66	-6	-3	9	-0.8	-9	0
N#Cc1cnn(-c2ncnc3sc4c(c23)CCCC4)c1N	-0.81	11	-4	-1	4[20 µM]	8	-1.1	0	-2
CC1=C(C)CC2C(=O)N(c3cccc4ccccc34)C(=O)C2C1 (stereo not drawn)	-1.9	8	1	-4	-18	-3	0.4	-1	-2
CCCc1nc(NCC2CCCO2)c2nnn(Cc3ccccc3)c2n1 (stereo not drawn)	0.3	13	-1	0	-10[20 µM]	-6	-0.2	7	0
O=c1cc(O)nc2n1CCCS2	0.68	5	5	16	-7	-18	0.7	-3	-3
Cc1ccc(C(=O)c2coc3ccc(O)c(CN4CCN(C)CC4)c23)cc1	0.031	24	-2	-2	-23	-4	-1.6	-1	-4
Cc1cc(Br)c(NC(=O)CCl)c(Br)c1	-0.15	9	3	-6	-8	-13	2.0	7	-4
Cc1ccc(Nc2nc(N)c([N+](=O)[O-])c(NCc3ccco3)n2)cc1	-0.033	5	8	-5	-20	-2	-0.8	-8	-1
C(=N\N1CCN(c2ccccn2)CC1)/c1cccc2ccccc12	-1.7	5	-3	-3	-19	-5	0.9	4	-1
COc1cc(NC(=S)N2CCN(c3ccccn3)CC2)cc(OC)c1OC	-0.26	13	7	1	-16	.	0.5	3	1
CCOC(=O)c1c(C)[nH]c(C(=O)C(C)Cl)c1C (stereo not drawn)	.	2	4	-3	-28	-9	0.9	-3	-4
CCOC(=O)c1c(NC(=O)Cn2c(=O)oc3ccccc32)oc(C)c1C(C)=O	-0.42	13	1	1	-12[20 µM]	-23	0.4	6	0
CC1(C)CC(=O)N(Cc2ccccc2)C(=O)C1	0.29	-5	-4	-9	4	-11	-0.1	-6	2
CC(C)C(=O)Nc1cccc(C(=O)OCC(=O)c2ccc(Cl)cc2Cl)c1	0.4	6	3	2	-12[20 µM]	-6	1.1	4	-1
O=C(O)CSc1ccc2nnc(-c3cccnc3)n2n1	0.28	8	1	-6	-26	0	0.1	3	-1
CCCCOc1ccc(CSC(=N)N)cc1Cl	1.1	11	8	2	-20	0	-1.5	1	0
COc1ccccc1Nc1ccc(N)cc1	1.1	6	2	-10	-28	-3	-0.4	-8	3
c1ccc(Nc2nc(-c3ccncc3)cs2)nc1	.	19	-2	-11	-5	-20	1.0	4	11*
O=C(O)CC(NC(=S)NCc1ccccc1)C(=O)O (stereo not drawn)	.	12	3	-1	-23[20 µM]	-10	1.9	6	-2
O=C(CSc1nc2ccc([N+](=O)[O-])cc2[nH]1)NC1CCCCC1	.	15	2	0	-2	-1	0.2	2	-2
CC(=O)N1N=C(c2cccc([N+](=O)[O-])c2)OC1c1ccccc1Cl (stereo not drawn)	.	2	1	-5	-20[20 µM]	2	1.0	0	-3
Cc1cc(Br)ccc1OCC(=O)NNC(=O)C(=O)Nc1ccccc1	.	5	5	-11	-24	-1	1.6	-4	-1
CCC(C(=O)NCc1ccc(OC)cc1)n1nc(C)n2c(cc3occc32)c1=O (stereo not drawn)	-0.11	7	-1	-10	-2[20 µM]	-12	-1.4	4	-2
COC(=O)c1cc(OC)c(OC)cc1NC(=O)Nc1ccccc1F	0.44	14	6	2	-34	3	-0.2	2	-3
Cn1cc(S(=O)(=O)Nc2ccc(F)cc2F)c(=O)n(C)c1=O	1.3	11	-8	-5	-2	-23	1.7	4	1
N#CC(C#N)=C1C(=O)N(CCN2CCOCC2)c2ccccc21	0.27	5	6	1	-21	3	0.1	3	0
O=C(c1ccc([N+](=O)[O-])cc1)N1CCN=C1SCc1ccccc1	-0.17	-9	1	-1	-8	-28	0.6	-5	-2
CCc1cccc(CC)c1NC(=S)/C(=C(\[O-])c1ccc(Cl)s1)[n+]1ccccc1	-0.48	10	2	-1	-28	3	0.8	-1	-2
CCCn1c(CN2CCCCC2CC)nc2c1c(=O)n(C)c(=O)n2C (stereo not drawn)	0.37	12	-1	-1	-9	-3	1.1	-3	-3
O=C(NCc1cccnc1)c1sc2cc(Cl)ccc2c1Cl	-1.1	16	-9	5	6[20 µM]	3	-0.9	2	1
CCCCOc1ccc(C(=O)N/N=C/c2cn[nH]c2-c2ccc(OC)c(OC)c2)cc1	-0.47	15	4	-7	-6	-4	1.1	8	-1
Cn1nnnc1CCOCCc1nnnn1C	1.3	1	4	0	-33	0	0.1	-2	-3

# Three entries from above, ordered by molecular weight, lowest first:
compound	KCC2 mod	FXIIa inh 1536	p97 inhibitor	thrombin 1536	Furin inh	hK5 inh	PERK inhibitor	FXIa inh	Wee1 stabilizer
O=C(NCc1cccnc1)c1sc2cc(Cl)ccc2c1Cl	-1.1	16	-9	5	6[20 µM]	3	-0.9	2	1
COC(=O)c1cc(OC)c(OC)cc1NC(=O)Nc1ccccc1F	0.44	14	6	2	-34	3	-0.2	2	-3
Cc1cc(Br)ccc1OCC(=O)NNC(=O)C(=O)Nc1ccccc1	.	5	5	-11	-24	-1	1.6	-4	-1

# Next section
compound	KCC2 mod	FXIIa inh 1536	p97 inhibitor	thrombin 1536	Furin inh	hK5 inh	PERK inhibitor	FXIa inh	Wee1 stabilizer
CC(C)Oc1ccc(OCCCN2CCCCCC2)cc1	.	14	3	-16	-23[20 µM]	-34	-0.7	-7	-1
CC(C)(C)c1cc(NC(=O)c2cccc([N+](=O)[O-])c2)no1	0.28	-1	0	-8	-28	-4	0.4	-7	5
CS(=O)(=O)N(CCc1ccccc1)CC(=O)N1CCN(c2ccccc2)CC1	-2.4	-6	0	-4	-22[20 µM]	16	-0.7	-9	-1
CSCCC(NS(=O)(=O)c1ccccc1F)C(=O)NC(C)c1ccccc1 (stereo not drawn)	-0.64	1	2	.	-13	-5	0.1	-2	-1
CCCCC(=O)Nc1ccc(NC(=O)CCCC)nc1	.	12	-7	3	-16	7	-0.3	8	7
Cc1ccc(-c2cc(C(F)(F)F)n3ncc(C(=O)O)c3n2)cc1	-0.04	7	-2	1	-17[20 µM]	-5	0.6	1	4
COc1ccc(CN(C)CC(=O)Nc2cc(OC)c([N+](=O)[O-])cc2C)c(OC)c1	0.054	-1	4	-7	-19	-4	-0.8	7	0
COc1ccc(NCc2nnc(SCC(=O)NNC(=O)c3ccc(C)cc3)n2C)cc1	-0.16	5	5	-6	-21	-1	0.5	-2	-3
O=C(N/N=C/C=C/c1ccc(Br)cc1)C(O)c1ccccc1 (stereo not drawn)	1.1	5	-1	-2	-21	-8	-0.5	10	11*
CCN(C1CCCCC1)S(=O)(=O)c1cc(C)ccc1OC	-0.4	-3	1	2	-18[20 µM]	-20	0.4	3	-3
O=C(Cc1ccccc1)NCC1OCCc2ccccc21 (stereo not drawn)	1.7	5	-4	-13	-11	2	0.1	6	0
N#Cc1c(/N=C/c2cccs2)sc2c1CCC2	-0.76	-9	4	-4	-26	18	2.3	-3	-4
CCc1[nH]nc2c1C1(CCN(C(=O)OCc3ccccc3)CC1)C(C#N)=C(N)O2	-0.021	8	4	1	3[20 µM]	9	1.7	5	16*
COC(=O)CC1SC(=O)NC1=Nc1ccc(O)cc1 (stereo not drawn)	1.2	16	0	4	-28[20 µM]	-2	-0.4	4	-1
